Screens (PubChem BioAssay)
CHT allo act = allosterically activates the human high affinity choline transporter; 310,000 tested, 0.49% active; CHT-expressing cells, membrane potential dye, choline EC20; hits give high values; LV-AA mutant CHT in HEK293 cells; B-score at 10 µM; Q9GZV3;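 active = initial fluorescence not abnormally high and integrated response B-score, plate-corrected, over 3 SD above library mean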
Target sequence (Q9GZV3 whole entry, looked up): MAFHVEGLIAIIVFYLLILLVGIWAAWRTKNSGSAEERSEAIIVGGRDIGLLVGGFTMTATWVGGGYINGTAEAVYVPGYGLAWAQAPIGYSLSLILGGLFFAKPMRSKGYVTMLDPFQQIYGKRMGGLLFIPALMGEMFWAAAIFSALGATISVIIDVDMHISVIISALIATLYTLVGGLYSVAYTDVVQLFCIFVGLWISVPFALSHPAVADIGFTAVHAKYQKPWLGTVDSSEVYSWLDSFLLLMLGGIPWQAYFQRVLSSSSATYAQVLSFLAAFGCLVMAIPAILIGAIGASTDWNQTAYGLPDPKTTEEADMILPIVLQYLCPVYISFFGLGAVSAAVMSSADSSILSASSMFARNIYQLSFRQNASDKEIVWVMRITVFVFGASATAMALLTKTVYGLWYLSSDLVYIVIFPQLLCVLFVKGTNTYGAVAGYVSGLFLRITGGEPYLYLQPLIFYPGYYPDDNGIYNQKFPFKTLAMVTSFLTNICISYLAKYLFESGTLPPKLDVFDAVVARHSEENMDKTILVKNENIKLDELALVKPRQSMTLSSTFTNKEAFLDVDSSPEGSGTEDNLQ
CHT inh = human CHT choline transport inhibition; Q9GZV3; CHT-expressing cells, membrane potential dye, choline response; hits give low values; B-score at 10 µM; 310,000 tested, 0.86% active; AID 488975;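 active = B-score over 3 SD under the library average, and starting fluorescence ratio not unusually high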;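 also: choline stimulus applied at its EC90 after an EC20 pre-addition; B-score computed on integrated fluorescence ratio after choline addition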
The depositor's hits bear a star; i = inactive. Rows were taken by chance. About 1.4% of those tested had a hit in this group.

Each structure is followed by: CHT allo act, CHT inh
- CCOc1ccc(CCNC(=O)CSc2cc(=O)n(C)c3ccccc23)cc1OCC
    i, i
- NC(=O)COc1c(-c2ccco2)oc2ccccc2c1=O
    i, i
- CC(=O)c1cc(Cl)ccc1OCc1cccc(S(=O)(=O)N2CCOCC2)c1
    i, i
- CN1C(=O)C(C(=O)NC(C)(C)C)C2c3ccccc3OC13CCCCC23 (centres undefined)
    i, i
- O=c1c(Cl)c(NCc2ccccc2Cl)cnn1C12CC3CC(CC(C3)C1)C2
    i, i
- CC(=O)N1c2ccc(S(=O)(=O)N3CCC(C(=O)Nc4ccc(F)cc4)CC3)cc2CC1C (centres undefined)
    i, i
- CC(=O)CSc1ccc(-c2nc3cc(C)c(C)cc3[nH]2)cn1
    i, i
- O=C(N/N=C/c1ccc([N+](=O)[O-])o1)c1ccccc1NS(=O)(=O)c1cccs1
    i, i
- Cc1ccsc1C(=O)Nc1cccc(S(=O)(=O)N(C)C)c1
    i, i
- CCNc1nc(Cl)nc(NCCOc2ccc(C)cc2)n1
    i, i
- O=C(CC1SC(=O)NC1=O)Nc1ccc(Cl)cc1 (centres undefined)
    i, i
- CCN(CC)c1ccc2cc(C=O)c(=O)oc2c1
    i, i
- Cc1ccc(CS(=O)(=O)c2ncc(Cl)c(C(=O)Nc3ccc(OC(F)F)cc3)n2)cc1
    i, i
- CCN(C(=O)CSc1nc2cc(S(=O)(=O)N(CC)CC)ccc2n1CC)C1CCS(=O)(=O)C1 (centres undefined)
    i, i
- O=C(NN1C(=O)C2C3C=CC(O3)C2C1=O)c1cccc(O)c1 (centres undefined)
    i, i
- COc1ccc(NC(=O)Nc2ccc(Br)cn2)cc1OC
    i, i
- Cc1cccc(C(C)C)c1NC(=O)CSc1nncn1C
    i, i
- O=C(CCSc1nnc(-c2ccccc2)o1)N1CCOCC1
    i, i
- O=C(c1cccs1)N1CCCC(c2ccccc2)C1 (centres undefined)
    i, i
- COc1ccc(/C=C(\C#N)C(=O)OC2CCOC2=O)cc1 (centres undefined)
    i, i
- O=C1/C(=C/c2ccc(O)cc2)SC(=S)N1Cc1cccnc1
    i, i
- O=C(c1ccc2c(c1)OCO2)N1CCc2ccccc21
    i, i
- CN(C)/N=C/c1cc(Cl)cc([N+](=O)[O-])c1O
    i, i
- CCCCCn1c(SC(C)C(C)=O)nc2c1c(=O)[nH]c(=O)n2C (centres undefined)
    i, i
- Cc1cccc(-c2nnc3sc(-c4ccccc4C)nn23)c1
    i, i
- O=C(CSc1nnc(-c2ccncc2)o1)NC1C2CC3CC(C2)CC1C3 (centres undefined)
    i, i
- O=C(CN1C(=O)/C(=C\c2ccccc2Cl)Sc2ccccc21)NCCCN1CCOCC1
    i, i
- CC(=O)OC(C(=O)N1CCOCC1)c1c(F)cccc1F (centres undefined)
    i, i
- CCO[C@@H]1OC(C(=O)NCc2nc3ccccc3[nH]2)=C[C@H](c2ccccc2)[C@H]1CCCO
    i, i
- CC/C(=N\NC(=O)c1ccncc1)C12CC3CC(CC(C3)C1)C2
    i, i
- O=C(Nc1ccc2nc(-c3cccs3)[nH]c2c1)c1cccs1
    i, i
- O=C(COC(=O)c1ccc2ccccc2n1)NCc1ccccc1
    i, i
- CCOc1ccc2[nH]c(=O)c(CN(CCCO)C(C)=O)cc2c1
    i, i
- CC(C)c1ccccc1NC(=O)COC(=O)CCN1C(=O)/C(=C\C=C\c2ccccc2)SC1=S
    i, i
- COC(=O)c1ccccc1NC(=O)CSc1nc2c(c(=O)[nH]1)CCC2
    i, i
- CCC(C)N(C(=O)CSc1nnc(NC(C)C)s1)C1CCS(=O)(=O)C1 (centres undefined)
    i, i
- CCC1SC2=NC(C)=C(C(=O)OCC(C)C)C(/C=C/c3ccccc3OC)N2C1=O (centres undefined)
    i, i
- Cc1ccc2cc(C)c(SCC(=O)NCC3CCCO3)nc2c1 (centres undefined)
    i, i
- Cc1cccc2cc(CN(Cc3cccs3)S(=O)(=O)c3ccc4c(c3)OCCO4)c(=O)[nH]c12
    i, i
- COc1ccc(CNc2ncc(-c3ccccc3)n2C)c2ccccc12
    i, i
- O=C(Nc1ccccc1F)Nc1cc(S(=O)(=O)N2CCOCC2)ccc1N1CCCC1
    i, i
- CCC(=O)N(Cc1cc2ccc(C)cc2[nH]c1=O)c1ccccc1OC
    i, i
- O=C(Nc1cccc(Cl)c1Cl)c1ccccc1OCC(=O)N1CCOCC1
    i, i
- Cc1ccc(CNC(=O)CCCN2C(=S)NC(C)(C)CC2C)cc1 (centres undefined)
    i, i
- O=C(O)CCCn1cc(NC(=O)COc2ccccc2[N+](=O)[O-])cn1
    i, i
- Cc1ccccc1NC(=O)c1cccc(NC(=O)c2c(C(=O)O)cccc2[N+](=O)[O-])c1
    i, i
- O=C(CCNC(=O)c1ccc(Br)cc1)NCc1ccco1
    i, i
- CCc1c(C)nc(N2CCN(c3ccc(F)cc3)CC2)[nH]c1=O
    i, i
- O=C(CCN1CCCCCC1)Nc1cccc(F)c1
    i, i
- O=C(CNC(=O)c1ccc(Br)o1)NCc1ccc(F)cc1
    i, i

Next compounds:
Each structure is followed by: CHT allo act, CHT inh
- O=C1CSC(c2ccccn2)N1c1ccccc1F (centres undefined)
    i, i
- CCOC(=O)C1CCN(C(=O)Cn2c(=O)c3cccn3c3cccnc32)CC1
    i, i
- CCOc1ccc(C(=O)NC2CCN(S(=O)(=O)c3ccccc3)CC2)cc1
    i, i
- COc1cccc(-c2cccc(NC(=O)C3CCN(C4CCC4)CC3)c2)c1
    i, i
- Cn1cc(S(=O)(=O)N2CCC(Cc3ccccc3)CC2)c(=O)n(C)c1=O
    i, i
- Cc1[nH]c2ccccc2c1SCC(=O)N1CCN(c2ccccc2)CC1
    i, i
- CC1CCN(C(=O)COC(=O)c2ccc3c(c2)OCO3)CC1
    i, i
- O=C(Cc1ccc(Cl)c(Cl)c1)NNC(=S)NCC1CCCO1 (centres undefined)
    i, i
- CC1CC(=O)N(CC(=O)NCc2ccccc2)c2ccccc2S1(=O)=O (centres undefined)
    i, i
- O=C(CC1C(=O)NCCN1C(=S)Nc1ccccc1)Nc1ccc2c(c1)OCCO2 (centres undefined)
    i, i
- Cc1c(O)ccc2c3c(c(=O)oc12)CCCC3
    i, i
- Cc1cccc(NC(=O)c2ccc(N3CCCCC3)c([N+](=O)[O-])c2)n1
    i, i
- O=S(=O)(Cc1ccccc1)Nc1ccccc1Br
    i, i
- O=C(c1ccc(CSc2ccc(Cl)cc2)cc1)N1CCCC1
    i, i
- CCNc1nc(Cl)nc(-c2cn(-c3ccccc3)c3ccccc23)n1
    i, i
- c1ccc(CN2CCN(c3nc(-c4ccccc4)nc4ccccc34)CC2)cc1
    i, i
- COC(=O)C1=C(CSc2nncn2C)NC(=O)NC1c1ccc(F)cc1 (centres undefined)
    i, i
- O=C1CN(C(=O)c2cc(F)cc(F)c2)c2ccccc2N1
    i, i
- COc1ccc(NC(=O)C(c2ccccc2)N2CCN(c3ccccn3)CC2)cc1Cl (centres undefined)
    7.92*, i
- Nn1c(-c2cccs2)nc2sc3c(c2c1=O)CCCC3
    i, i

4 entries from above, field by field.
smiles: O=C(CN1C(=O)/C(=C\c2ccccc2Cl)Sc2ccccc21)NCCCN1CCOCC1
- CHT allo act: i
- CHT inh: i

smiles: CC(=O)OC(C(=O)N1CCOCC1)c1c(F)cccc1F (centres undefined)
- CHT allo act: i
- CHT inh: i

smiles: CCO[C@@H]1OC(C(=O)NCc2nc3ccccc3[nH]2)=C[C@H](c2ccccc2)[C@H]1CCCO
- CHT allo act: i
- CHT inh: i

smiles: CC/C(=N\NC(=O)c1ccncc1)C12CC3CC(CC(C3)C1)C2
- CHT allo act: i
- CHT inh: i

Going on with the list:
Each structure is followed by: CHT allo act, CHT inh
- NS(=O)(=O)c1ccc(NC(=O)C2(c3ccccc3)CCCC2)cc1
    i, i
- C=CCNc1sc(C(=O)c2ccccc2)c(N)c1-c1nc2ccccc2s1
    i, i
- COc1cccc(NC(=O)[C@H](CC(C)C)NC(=O)N2CCn3c2nc2ccccc23)c1
    i, i
- CC1=CC2=NC(=O)/C(=C\c3cc(C)n(-c4ccc(F)cc4)c3C)C(=N)N2O1
    i, i
- COc1ccc(/C=C(/C#N)C(=O)Nc2cccc([N+](=O)[O-])c2)cc1C(=O)O
    i, i
- COc1ccccc1NC(=O)Nc1nc(CC(=O)NCc2cccnc2)cs1
    i, i
- CCOC(=O)C1(Cc2ccccc2)CCN(Cc2cc(=O)c3ccccc3[nH]2)CC1
    i, i
- COc1ccc(C(=O)Nc2cccc3c2CCCC3)c(OC)c1
    i, i
- CN(C)C(CNC(=O)c1coc2ccccc2c1=O)c1ccccc1 (centres undefined)
    i, i
- Fc1ccc(N2Cc3ccsc3C=N2)cc1
    i, i
- Cc1cc(Cn2nnnc2-c2ccncc2)cc(C)c1O
    i, i
- CS(=O)(=O)N1CCN(C(=O)c2ccccc2F)CC1
    i, i
- O=C1CCC(C(=O)N2CCN(c3ccc(F)cc3)CC2)CN1CC1CCCCC1 (centres undefined)
    i, i
- C(=N\Nc1nncn1/N=C/c1ccco1)/c1ccco1
    i, i
- CC1=C(C(=O)Nc2ccc(F)cc2)C(c2ccncc2)C2=C(CCCC2=O)N1 (centres undefined)
    i, i
- COc1ccc(N2CCN(CCCNC(=O)c3ccc(CS(=O)(=O)c4ccc(OC)cc4)o3)CC2)cc1
    i, i
- O=C(Nc1nc2c(s1)CCCC2)c1cc2n(n1)C(C(F)(F)F)CC(C1CC1)N2 (centres undefined)
    i, i
- O=C(COC(=O)COc1ccccc1[N+](=O)[O-])Nc1cccc(Br)c1
    i, i
- COc1cc(OC)cc(C(=O)N(Cc2cc3cc(C)ccc3[nH]c2=O)C(C)C)c1
    i, i
- CCOc1ccccc1NC(=O)CN(C)S(=O)(=O)c1ccc2[nH]c(=O)oc2c1
    i, i

(more compounds)
compound,CHT allo act,CHT inh
O=C(COc1ccc2ccccc2c1)NNC(=O)c1cccs1,i,i
Cc1ccc(N2CCN(C(=S)Nc3ccccc3)CC2)cc1,i,i
Cc1cc(Oc2nnnn2-c2ccccc2)ccc1Cl,i,i
CCC1=NC(c2ccccc2Cl)N(O)C1(C)C (centres undefined),i,i
CCCn1c(C(C)C)n[nH]c1=S,i,i
O=c1[nH]c(NCCO)nnc1Cc1ccc(Cl)cc1,i,i
O=C(COC(=O)c1ccc2ccccc2n1)c1ccc(F)cc1,i,i
COc1ccc(CCC(=O)NCC(c2ccco2)N2CCc3ccccc32)cc1 (centres undefined),i,i
CCN(CC)CCNS(=O)(=O)c1ccc2c3c(cccc13)C(=O)N2,7.43*,i
Nc1nc(SCC(=O)Nc2cccc(S(=O)(=O)N3CCCCCC3)c2)n[nH]1,i,i
CCOC(=O)C(NC(=O)c1ccccc1)=C1C=C(C)OC(C)=C1,i,i
CC(=O)c1ccc(NC(=O)c2ccc([N+](=O)[O-])o2)cc1,i,i
CCOC(=O)c1ccc(NC(=S)NCCCN2CCOCC2)cc1,i,i
O=C(Nc1ccc(SC(F)F)cc1)c1cccc2nc3ccccc3nc12,i,i
Cc1ccccc1OCC(=O)NCCN(C)C,i,i
COc1ccc(C(=O)c2c[nH]cc2-c2ccccc2)cc1,i,i
CN(CC(=O)NCc1ccccc1Cl)S(=O)(=O)c1cccs1,i,i
O=C(/C=C\c1ccccc1)Nc1ccc(NC(=O)c2ccco2)cc1,i,i
O=C1c2cccc3cccc(c23)C(=O)N1Cc1ccccc1,i,i
CCCc1ccc(C2=Nn3c(nnc3C(C)C)SC2)cc1,i,i
CCCn1ncc(CN2CCC(n3nccc3NC(=O)c3ccccc3Cl)CC2)c1C,i,i
O=C(CN1C(=O)CCSc2ccccc21)NC1CCCCC1,i,i
CCOc1cccc(CN2CCC(n3nccc3NC(=O)C3CC3)CC2)c1O,i,i
C=C(c1ccc(O)cc1)c1ccc(O)cc1,i,i
Cc1cccc(C)c1OCCOC(=O)c1n[nH]c2ccccc12,i,i
Cc1ccccc1N/N=C/c1sc(=O)n(Cc2cccc(C(=O)O)c2)c1Cl,i,i
CCS(=O)(=O)n1nc(-c2cccnc2)nc1NCc1ccc(F)cc1,i,i
O=C(O)c1cc([N+](=O)[O-])c(N2CCCC2)c([N+](=O)[O-])c1,i,i
CCOc1nc(-c2ccccc2)ccc1-c1noc(-c2cccnc2)n1,i,i
CCCN(C(=O)c1ccco1)c1nnc(-c2ccccc2C)s1,i,i
Cc1nn(Cc2ccccc2)c(C)c1NC(=O)c1cc(-c2cccs2)on1,i,i
CCS(=O)(=O)Nc1cccc(C2=NN(S(=O)(=O)c3ccc(C)cc3)C(c3cccs3)C2)c1 (centres undefined),i,i
CCC1CCCCN1C(=O)CN1C(=O)c2ccccc2S1(=O)=O (centres undefined),i,i
CCOc1ccccc1N1CN(C2CCCCC2)CNC1=S,i,i
O=C(COC(=O)Cc1n[nH]c(=O)c2ccccc12)Nc1ccc(Cl)cc1F,i,i
O=C(CCSCc1ccc(Cl)cc1)NCCc1ccccc1,i,i
Cc1cc(-n2nc3ccccc3n2)c(O)c([N+](=O)[O-])c1,i,i
Cc1nn(Cc2c(F)c(F)c(F)c(F)c2F)c(C)c1NC(=O)c1ccc(COc2cc(Cl)ccc2Cl)cc1,i,i
CN1CCN(C(=O)c2cc3c(ccc4ccccc43)oc2=O)CC1,i,i
COc1ccc(/C=N\NC(=O)COc2ccc(Cl)cc2Cl)c(C(=O)O)c1OC,i,i
COc1ccc2c(c1)SCC/C2=C\CN1C(=O)CCC1=O,i,i

Reprinted from the entries so far for reference:
compound,CHT allo act,CHT inh
Cc1nn(Cc2ccccc2)c(C)c1NC(=O)c1cc(-c2cccs2)on1,i,i
CCS(=O)(=O)Nc1cccc(C2=NN(S(=O)(=O)c3ccc(C)cc3)C(c3cccs3)C2)c1 (centres undefined),i,i
CCC1CCCCN1C(=O)CN1C(=O)c2ccccc2S1(=O)=O (centres undefined),i,i
CCOc1ccccc1N1CN(C2CCCCC2)CNC1=S,i,i
